Tb PYK inh: inhibitors of Trypanosoma brucei pyruvate kinase. TbPYK enzyme, Kinase-Glo Plus ATP luminescence, 45 min. Potency, µM (series often up to 76.8 µM), for inactives: top-dose activity, negative = inhibition, most hits filed as inhibitors. actives 0.12% (n = 410,000); note: potency is the fitted concentration of half-maximal effect; % is set by controls: 0 for no effect and ±100 for the full control effect; nearly all actives have a fitted effect of over 50% in size
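TbPYK + substrate in 50 mM TEA pH 7.2, 100 mM KCl, 10 mM MgCl2, 0.05% BSA, 0.01% Tween-20; cpd pinned; ADP 130 uM final; 45 min RT; Kinase-Glo Plus 10 min; luminescence endpoint.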
LmPK inh: LmPK (Leishmania mexicana) enzyme inhibition; Q27686; purified LmPK, Kinase-Glo ATP luminescence, 1 h; Potency, µM (top dose mostly 57.5 µM), for inactives: at the highest dose activity change, negative = inhibition, actives largely listed as inhibitors; actives 0.37% (n = 290,000); AID 1721; note: potency is the fitted concentration of half-maximal effect; % is set by controls: 0 for no effect and ±100 for the full control effect
Target sequence (Q27686 whole entry, looked up): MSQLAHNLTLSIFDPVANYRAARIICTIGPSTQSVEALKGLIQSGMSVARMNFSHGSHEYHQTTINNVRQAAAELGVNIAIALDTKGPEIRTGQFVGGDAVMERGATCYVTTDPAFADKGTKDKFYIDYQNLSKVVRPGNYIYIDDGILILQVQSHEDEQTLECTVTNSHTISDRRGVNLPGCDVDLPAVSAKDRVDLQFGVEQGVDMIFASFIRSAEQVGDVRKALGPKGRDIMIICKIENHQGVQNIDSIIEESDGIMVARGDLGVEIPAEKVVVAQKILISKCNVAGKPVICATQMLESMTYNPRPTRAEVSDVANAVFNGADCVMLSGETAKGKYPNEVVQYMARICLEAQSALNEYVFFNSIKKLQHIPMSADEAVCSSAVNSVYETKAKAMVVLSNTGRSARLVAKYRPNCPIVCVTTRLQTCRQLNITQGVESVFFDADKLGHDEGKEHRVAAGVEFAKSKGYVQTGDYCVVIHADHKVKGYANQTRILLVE
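Purified LmPK (0.1 nM) converted ADP (0.1 mM) to ATP with PEP (0.5 mM) in imidazole buffer pH 7.2 with KCl and MgCl2, 1 h at room temperature. ATP was read by Kinase-Glo luminescence; data normalized to uninhibited and no-enzyme controls.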
Cycloheximide cs: counter-screen hit for Shiga toxin inhibitors, cycloheximide; cell reporter, cycloheximide protein synthesis inhibition counterscreen; max response, %; actives 12% (n = 300,000); AID 2314; in the data active = max response mostly above about 13%, no sharp cut-off; inactive = mostly below about 14%; note: read at 38.3 µM for the half of the compounds with a filed dose; 0% is about no effect
AMA1-RON2 inh: AMA1-RON2 (P. falciparum) interaction inhibition; AlphaScreen AMA1-biotinylated RON2 peptide binding; actives 0.2% (n = 360,000); Potency, µM (doses to about 58.2 µM), for inactives: at the highest dose activity change, negative = inhibition, hits mostly inhibitors; AID 720542;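 note: potency is the fitted concentration of half-maximal effect; 0% = vehicle wells and -100% = peptide control; nearly all actives have a fitted effect of over 45% in size; some results filed as inactive show a strong effect at the top dose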
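AMA1 (3D7) with his tag at 25 nM final met compounds first, then biotinylated RON2 peptide at 25 nM; detection used donor plus acceptor beads, 10 µg/mL apiece, read by AlphaScreen after 30 min at room temperature.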
Pf growth 48h: inhibits P. falciparum growth in the first generation, 48 h; actives 5.9% (n = 310,000); Potency, µM (doses to about 28.7 µM), inactives show top-dose activity change, negative = inhibition, hits mostly inhibitors; P. falciparum luciferase growth in erythrocytes, 48 h; note: potency is the fitted concentration of half-maximal effect; % is set by controls: 0 for no effect and ±100 for the full control effect
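A one-generation exposure of luciferase-tagged malaria parasites in RPMI 1640/Albumax erythrocyte culture, 37 C and 5% CO2. Inhibition is inferred from decreased luminescence after adding detection reagent.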
Shiga toxin inh: Shiga toxin inhibition. Vero cells, Shiga toxin protein synthesis inhibition reporter. inhibition, % at 38.7 µM. actives 9.2% (n = 290,000); in the data active = inhibition mostly above about 28%, no sharp cut-off; inactive = mostly below about 43%; note: 0% is about no effect
Pf growth 96h: P. falciparum growth inhibition at 96 hour, primary screen for plastid delayed-death inhibitors. P. falciparum luciferase reporter growth, 96 h. Potency, µM (series often up to 28.7 µM), for the others: at the top dose activity change, negative = inhibition, actives largely listed as inhibitors. actives 6.9% (n = 320,000). AID 504834; note: potency is the fitted concentration of half-maximal effect; % is set by controls: 0 for no effect and ±100 for the full control effect
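Parasite growth measured via integrated firefly luciferase reporter in P. falciparum. Infected erythrocytes at 2% hematocrit, 0.05% parasitemia final were treated 96 hours at 37 C under 5% CO2, and luminescence was read.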
The depositor's hits bear a star; ? = inconclusive; · = not tested or not shown; [ ] = another dose, or the depositor's remark. Unless noted, calls come from the whole dose curve; as a rule, active = well fitted curve in the direction sought with a large enough effect; inconclusive = small, poorly fitted or top-dose-only effect, or another doubt; inactive = no such curve, though single readings can be large; an effect the other way counts as inactive or inconclusive.

Start of the listing, in advance (2 entries):
SMILES | Tb PYK inh | LmPK inh | Cycloheximide cs | AMA1-RON2 inh | Pf growth 48h | Shiga toxin inh | Pf growth 96h
CCN(CC)CCCN(Cc1cc2cc3c(cc2[nH]c1=O)OCO3)C(=S)NC | 3% | 2% | -3 | -1% | 15% | -4 | ?
CCc1noc(C)c1C(=O)N1CCCC(C(=O)c2cc(F)ccc2OC)C1 (centres undefined) | 4% | 5% | -3 | 7% | 8% | -11 | 12µM*

This part in full (from the top)
SMILES | Tb PYK inh | LmPK inh | Cycloheximide cs | AMA1-RON2 inh | Pf growth 48h | Shiga toxin inh | Pf growth 96h
CCN(CC)CCCN(Cc1cc2cc3c(cc2[nH]c1=O)OCO3)C(=S)NC | 3% | 2% | -3 | -1% | 15% | -4 | ?
CCc1noc(C)c1C(=O)N1CCCC(C(=O)c2cc(F)ccc2OC)C1 (centres undefined) | 4% | 5% | -3 | 7% | 8% | -11 | 12µM*
Cc1cc(N2C(=O)C(=O)/C(=C(/O)c3ccc(Cl)cc3)C2c2cccc(Br)c2)no1 (centres undefined) | 3% | 6% | 1 | 3% | 3% | -11 | ?
C=CCn1c(O)c(N=NC(=O)C(O)c2ccccc2)c2ccccc21 (centres undefined) | -4% | -1% | -3 | 53%[activator] | 2% | -24 | 17%
CNc1nc(SC)nc2ccsc12 | 1% | -3% | 0 | 14% | -17% | 12 | 1%
CSc1nc(SCC(=O)NCC2CCCO2)c2c3c(sc2n1)CN(C)CC3 (centres undefined) | 5% | 0% | 0 | -7% | ? | -2 | ?
Cc1nn(-c2ccccc2)c(C)c1/C=C/C(=O)OCC(=O)Nc1ncc(C(F)(F)F)cc1Cl | 7% | 3% | -4 | -1% | -6% | -7 | 6%
O=c1oc2ccccc2c(CNc2ccccc2)c1[N+](=O)[O-] | -8% | 1% | -2 | 6% | · | 12 | 0%
CSCCC(NC(=O)OC(C)(C)C)C(=O)NC(C(=O)NC(CC(C)C)C(N)=O)C(C)C (centres undefined) | -2% | 7% | -4 | -2% | -2% | -31 | ·
O=C(NCCC(=O)N1CCc2ccccc21)c1ccccc1Cl | 3% | -5% | 1 | -19% | 10% | 31 | -3%
CC(=O)Nc1ccc(OC(C)=O)cc1 | 0% | · | · | · | -3% | · | -14%
COc1cccc(/C=C2\CCCCC2=O)c1 | -4% | -3% | 16* | -8% | -7% | 38 | -2%
COc1ccc(/C(C)=N\Nc2nc(-c3ccccc3)cc(=O)[nH]2)cc1 | -10% | 3% | 8 | 0% | 0.93µM* | -1 | 0.59µM*
COCCNC(=O)CNC(=S)N(Cc1ccccc1)Cc1cccnc1 | -4% | 0% | -3 | 3% | 7% | -9 | 12µM*
O=[N+]([O-])c1ccccc1/C=N/n1c(-c2cccnc2)n[nH]c1=S | ? | 6% | -5 | -8% | 20% | -7 | 79%[activator]
Cc1ccc(Cl)cc1N1CCN(Cc2nc3c(c(=O)[nH]c(=O)n3C)n2Cc2ccccc2F)CC1 | -6% | 2% | -1 | -15% | ? | -6 | -25%
O=C(O)c1ccccc1NC(=O)C1C2C=CC(C2)C1C(=O)O (centres undefined) | 8% | -8% | 2 | 3% | -3% | -15 | -6%
COc1ccc(S(=O)(=O)N2CCOCC2)cc1NC(=O)CC1CCCC1 | -8% | · | · | 5% | ? | · | ?
CSc1ccccc1NC(=O)CN(C)Cc1cccc(Cl)c1 | 17% | 6% | 12 | -13% | ? | -3 | ?
COc1ccc(CNC(=O)Cn2nnc3ccccc3c2=O)cc1 | 0% | 0% | 22* | -5% | 90%[activator] | 60* | 86%[activator]
CCOc1ccccc1NC(=O)c1ccoc1C | -3% | 2% | -6 | 14% | -8% | -15 | ·
CCCn1c(SCC(=O)N(C2CCCCC2)C2CCS(=O)(=O)C2)n[nH]c1=O (centres undefined) | -4% | · | · | -7% | 40%[activator] | · | 47%[activator]
CCCN(CCC)C(=O)c1ccc2c(=O)n(Cc3ccco3)c(=S)[nH]c2c1 | ? | -4% | -4 | 101%[activator] | -16% | 21 | 0%
Nc1nccc(-c2ccc(-n3cccc3)cc2)n1 | -4% | 0% | 23* | 12% | 274%[activator] | 53* | 115%[activator]
CCOc1ccc(OCC)c(NC(=O)C2COc3ccccc3O2)c1 (centres undefined) | -5% | 3% | -5 | 4% | ? | 1 | 17%

Fetched by structure from the entries so far:
SMILES | Tb PYK inh | LmPK inh | Cycloheximide cs | AMA1-RON2 inh | Pf growth 48h | Shiga toxin inh | Pf growth 96h
COc1cccc(/C=C2\CCCCC2=O)c1 | -4% | -3% | 16* | -8% | -7% | 38 | -2%
CCN(CC)CCCN(Cc1cc2cc3c(cc2[nH]c1=O)OCO3)C(=S)NC | 3% | 2% | -3 | -1% | 15% | -4 | ?
CSc1ccccc1NC(=O)CN(C)Cc1cccc(Cl)c1 | 17% | 6% | 12 | -13% | ? | -3 | ?
CCOc1ccccc1NC(=O)c1ccoc1C | -3% | 2% | -6 | 14% | -8% | -15 | ·

(continued)
SMILES | Tb PYK inh | LmPK inh | Cycloheximide cs | AMA1-RON2 inh | Pf growth 48h | Shiga toxin inh | Pf growth 96h
CC(=O)c1c(C)[nH]c(C(=O)OCC(=O)NCc2cccs2)c1C | 3% | · | · | -2%[11.6 µM] | 64%[activator] | · | 112%[activator]
CN(C)/C=C1\C=C(c2ccccc2)OC1=O | -21% | -1% | 7 | 21% | 33%[activator] | 19 | -20%
COc1ccc2c(c1)CCCC21NC(=O)N(CC(=O)NC(=O)NCc2ccccc2)C1=O (centres undefined) | 3% | -20% | -9 | 0% | -28% | -29 | -27%
Cc1nc2ccccc2c2oc(C(=O)N3CCN(C4CCCCC4)CC3)cc12 | -2% | -1% | -2 | 7% | 36%[activator] | -5 | 50%[activator]
Cc1ccc(OCC(O)CN2CCN(c3ccccn3)CC2)c(C)c1 (centres undefined) | -13% | 6% | -3 | -22% | 4% | -4 | 6%
CCOC(=O)c1cn2nc(N3CCCC3)ccc2n1 | 4% | -24% | 8 | -16% | 68%[activator] | -11 | 220%[activator]
COc1cccc2cc(C(C)N(CCCN3CCOCC3)C(=O)Nc3ccccc3)oc12 (centres undefined) | -9% | 6% | -2 | 3% | ? | -12 | ?
CC1=CCC2C(=O)N(c3cccc(C(=O)NCc4ccccc4)c3)C(=O)C2C1 (centres undefined) | 2% | -1% | -2 | 0% | 1% | -8 | -4%
COc1ccccc1CC(=O)NCCN1CCCCC1 | -9% | -4% | 0 | 9% | 2% | -9 | 3%
CCOc1ccc(CCNC(=O)COC(=O)c2ccc(OC(C)C)cc2)cc1OCC | -1% | · | · | -5% | 12µM* | · | ?
CCC(CC)C(=O)Nc1cc(Cl)ccc1C | · | 1% | -5 | · | -19% | 18 | -4%
CC(C)(C)OC(=O)N1CCC[C@@H]1CO | -1% | · | 8 | 4% | -13% | -5 | 62%[activator]
CC(C)(C)C(=O)CSc1nc(N)cc(=O)[nH]1 | -4% | -1% | 7 | 1% | 14% | -4 | 0%
COc1ccc(N2CCN(C(=O)COC(=O)c3ccc(CSC)o3)CC2)cc1 | 2% | · | · | 0% | ? | · | ?
O=C(Cn1cnc2c(cnn2-c2ccccc2)c1=O)OCc1ccccc1 | 0% | 8% | 30* | 3% | 40%[activator] | 76* | -26%
COc1ccc(NC(=S)Nc2ccc(C)c(Cl)c2)cc1OC | 0% | 2% | 3 | 42%[activator] | 2% | 25 | -8%
CCOC(=O)CSC1=C(C#N)C(c2ccccc2)C(C(C)=O)=C(C)N1 (centres undefined) | 0% | 2% | 1 | 28% | ? | -11 | -81%
CCOc1cc(Cl)c(NC(=O)c2ccco2)cc1OCC | 2% | -4% | -2 | -9% | -1% | 6 | 26%
COC(=O)c1c(NC(=O)C2c3ccccc3Oc3ccccc32)sc(C)c1C | -4% | 3% | 1 | 7% | 19% | -14 | ?
CCn1c(CNc2ccccc2Cl)nnc1SCC(=O)OC1CCCCC1 | -3% | 3% | -4 | -4% | 0% | 4 | ?
CC(=O)NC(CC(=O)Nc1ccc(S(=O)(=O)NC2=NCCCCC2)cc1)c1ccccc1 (centres undefined) | 0% | · | · | 1% | -11% | · | -22%
Cc1ccccc1NC(=O)CN1C(=O)C2C3CC(C(Br)C3Br)C2C1=O (centres undefined) | -25% | 3% | -2 | 12% | 23% | -10 | 81%[activator]
COC(=O)c1ccc(C(=O)OC)c(NC(=O)COC(=O)C2CCC(C(C)(C)C)CC2)c1 (centres undefined) | 7% | 2% | -4 | -7% | · | -19 | -97%
Cc1cc(C)cc(NCc2ccncc2)c1 | 2% | -4% | -1 | -9% | 13% | 4 | ?
O=C(O)CN(c1ccccc1[N+](=O)[O-])S(=O)(=O)c1ccccc1 | 1% | -14% | 1 | 10% | 4% | -9 | 66%[activator]
Next records follow.
SMILES | Tb PYK inh | LmPK inh | Cycloheximide cs | AMA1-RON2 inh | Pf growth 48h | Shiga toxin inh | Pf growth 96h
C=CCN=C(NC#N)SCCc1ccccc1 | 2% | 2% | 19 | 0% | 14% | 53 | ·
CSC1=C(C#N)C(c2ccccc2Cl)C2=C(N1)c1ccccc1C2=O (centres undefined) | -1% | 5% | -2 | 9% | -13% | 15 | ?
CN1c2ccccc2C2(C)CCCC3=Cc4cccc([N+](=O)[O-])c4OC312 (centres undefined) | -12% | 3% | -1 | -14% | ? | -6 | ?
NC(=O)c1cn(C2CCCCC2)c2ccccc2c1=O | 1% | -1% | -4 | -6% | 19%[0.00184 µM] | -12 | -25%
CC(Cc1ccccc1)NCCC(=O)NC(C)Cc1ccccc1 (centres undefined) | 1% | -3% | -6 | -9% | ? | 17 | 7%
O=C(C1CCCN(Cc2cccs2)C1)N1CCCCCC1 (centres undefined) | 19% | -10% | -5 | -26% | -12% | -23 | 18%
O=c1[nH]c(=S)n(C2CC2)c(O)c1C=NCc1ccc(F)cc1 | 2% | 0% | 1 | 12% | 20% | -12 | -3%
O=C1Nc2ccc([N+](=O)[O-])cc2OC1CCN1CCCC1 (centres undefined) | 2% | -11% | -4 | -2% | 26% | 26 | 111%[activator]
C[C@]12C=CC(=O)C=C1CC[C@@H]1[C@@H]2C(=O)C[C@@]2(C)[C@H]1CC[C@]2(O)C(=O)COC(=O)CCC(=O)O | 4% | 10% | -3 | 4% | 10% | -5 | -5%
c1ccc(-c2ccc(-c3[nH]ncc3CN3CCC(N4CCSCC4)CC3)cc2)cc1 | 0% | 7% | 7.3* | -4% | -27% | 48* | 0%
CCc1ccc(NC(=O)C2CCN(S(=O)(=O)c3ccc4c(c3)NC(=O)CO4)CC2)cc1 | 3% | -7% | -11 | 6% | ? | -6 | ?
Cc1ccc(C(=O)NNC(=O)c2ccc(NS(=O)(=O)c3cccs3)cc2)s1 | -15% | · | · | 20% | ? | · | ?
O=[N+]([O-])c1ccc(C2CCCC/C2=N/OCc2ccccc2F)c([N+](=O)[O-])c1 (centres undefined) | 1% | 3% | 1 | ? | ? | -1 | ?
Cc1nn(Cc2ccccc2)c(=O)c2nn(-c3ccc(Cl)cc3)c(C)c12 | 2% | 0% | -2 | -1% | ? | -6 | ?
COCCCN1C(=O)c2ccc(C(=O)Nc3ccc(OC)cc3OC)cc2C1=O | -9% | 0% | 1 | 18% | 11% | 16 | 26%[5.75 µM]

High-throughput results as filed in PubChem BioAssay.
